Bioassay records (PubChem)
Rab7 wt modul: modulators of GTP binding to dog Rab7 wildtype GTPase; GST-Rab7 beads, fluorescent GTP binding, flow cytometry; actives lie on both sides; untreated = 100%, excess cold GTP = 0%; GTP binding activity (percent of control), % at 10 µM; 0.055% of 190,000 active;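 active = fluorescent GTP binding to Rab7 beads changed by at least 20 points from the 100% baseline, either direction, mostly lower; inconclusive = compound itself probably fluorescent, or too few beads counted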;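 also: median green fluorescence of bound Bodipy-FL-GTP per Rab7 bead population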
ABCG2 block: human ABCG2 inhibition, ABCB1 as counter-screen | 0.1% of 190,000 active | inhibition, % at 6.6 µM | AID 1325 | IgMXP3 cells, JC-1 efflux, flow cytometry | Q9UNQ0;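 active = inhibition above 80%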;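 also: 0% = DMSO and 100% = nicardipine control wells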
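test system = two drug-resistant human cell lines, ABCG2 and ABCB1 | amount = 3 million cells/mL final, two lines in 1:1 ratio | reagent = JC-1 transporter substrate | doses = one concentration, 6.6 µM final | incubation = 10 min at 25 °C | signal = flow cytometric JC-1 green MFI at 530 nm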
Cdc42 wt: changes GTP binding to wildtype human Cdc42; 0.2% of 190,000 active; GST-Cdc42 beads, Bodipy-GTP binding, flow cytometry; actives lie on both sides; percent activity (GTP binding), % at 10 µM; AID 761; P60953;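 active = percent activity GTP binding at least 20 points away from the 100% baseline, either down as inhibitor or up as activator; inconclusive = compound flagged as likely green fluorescent from well-wide comparison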;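 also: median bead fluorescence of bound Bodipy-FL-GTP at 100 nM; 0% = excess unlabeled GTP control and 100% = no compound control; below 100% means less GTP binding so inhibitor and above means activator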
Target sequence (P60953 whole entry, looked up): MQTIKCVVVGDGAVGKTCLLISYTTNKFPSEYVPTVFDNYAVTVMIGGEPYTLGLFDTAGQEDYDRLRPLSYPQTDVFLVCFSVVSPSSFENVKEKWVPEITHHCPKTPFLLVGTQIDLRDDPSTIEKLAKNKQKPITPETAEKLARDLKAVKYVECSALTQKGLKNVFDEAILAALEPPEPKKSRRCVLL
Mcl1 Noxa PPI: disrupts binding of human Mcl-1 to Noxa peptide; Q07820; TR-FRET Mcl-1/Noxa peptide binding, 2 h; inhibition, % at 21.7 µM; 1.5% of 220,000 active; AID 1022;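 active = compounds that cut the protein-peptide binding signal by more than 50% relative to plate controls in a single-dose test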;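 also: His-tagged Mcl-1 with rhodamine Noxa BH3 peptide and terbium anti-His antibody; 0% = Mcl-1 plus Noxa peptide wells and 100% = peptide-only wells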
Target sequence (Q07820 whole entry, looked up): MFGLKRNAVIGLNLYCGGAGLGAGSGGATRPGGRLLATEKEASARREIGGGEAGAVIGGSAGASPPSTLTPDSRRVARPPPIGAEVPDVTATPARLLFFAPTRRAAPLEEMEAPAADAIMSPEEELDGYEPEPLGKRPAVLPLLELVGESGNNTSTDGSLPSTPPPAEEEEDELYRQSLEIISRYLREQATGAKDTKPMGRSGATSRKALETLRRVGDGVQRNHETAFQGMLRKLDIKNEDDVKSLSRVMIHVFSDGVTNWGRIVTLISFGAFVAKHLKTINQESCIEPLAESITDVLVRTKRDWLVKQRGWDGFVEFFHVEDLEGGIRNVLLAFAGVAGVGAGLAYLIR
Rac1 act GTP bind: human Rac1 activated mutant GTP binding change; P63000; GST-Rac1 activated beads, fluorescent GTP binding, flow cytometry; actives lie on both sides; 100% means binding = to untreated wells; percent activity (GTP binding), % at 10 µM; 0.11% of 190,000 active;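 active = GTP binding at least 20 percentage points away from the 100% baseline, in either direction, so actives lie on both sides; inconclusive = Compound likely fluorescent itself, or too few beads counted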
HRas wt GTP: changes GTP binding to wildtype human HRas; GST-Ras wt beads, Bodipy-FL-GTP binding, flow cytometry; actives lie on both sides; P01112; 0.14% of 190,000 active; GTP binding activity, % at 10 µM;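 active = GTP binding activity at least 20% away from the 100% baseline, either lowered as inhibitor or raised as activator; inconclusive = flagged as likely green fluorescent, judged across all proteins in the well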;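 also: 0% = unlabeled GTP competition control and 100% = no-compound control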
Target sequence (P01112 whole entry, looked up): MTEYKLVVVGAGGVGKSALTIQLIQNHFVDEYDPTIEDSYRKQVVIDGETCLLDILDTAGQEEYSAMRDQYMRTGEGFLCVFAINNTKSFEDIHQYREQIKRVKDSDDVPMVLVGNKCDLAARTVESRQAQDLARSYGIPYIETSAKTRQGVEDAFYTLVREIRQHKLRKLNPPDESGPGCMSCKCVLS
Rab2 wt GTP: changes GTP binding to wildtype dog Rab2A, up or down. P61105. GST-Rab2 wt beads, Bodipy-GTP binding, flow cytometry. GTP binding activity, % at 10 µM. 0.19% of 190,000 active. AID 760;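 active = GTP binding activity at least 20 points away from 100%, either lowered or raised; inconclusive = signal likely due to the compound's own green fluorescence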;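 also: 0% = beads with excess unlabeled GTP and 100% = no-compound control corrected for plate trend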
ABCB1 inh: human ABCB1 inhibition, ABCG2 as counter-screen; P08183; CCRF-Adr cells, JC-1 efflux, flow cytometry; inhibition, % at 6.6 µM; 0.067% of 190,000 active; in the data active = inhibition above about 40%;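 also: 0% = vehicle and 100% = reference inhibitor; higher value means more JC-1 retained so stronger ABCB1 efflux block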
Pf gametocyte: P. falciparum stage V gametocyte viability inhibition. 0.065% of 150,000 active. inhibition, % at 10.9 µM. P. falciparum stage V gametocytes, ATP luminescence, 24 h;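 active = inhibition above the mean plus 3 SD of compounds within the control limits, set per campaign, cut at about 38% in these data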;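 also: 0% = DMSO wells and 100% = medium only without gametocytes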
Avidin fluor: compound fluoresces at 488/530 nm on avidin beads; compound fluorescence 488/530 nm, flow cytometry; hits give high values; fluorescence (KMESF) at 10 µM; 0.38% of 220,000 active; AID 1775; in the data active = fluorescence above about 47; also: inactives centre near 10
Rac1 wt GTP bind: alters GTP binding to wildtype human Rac1; GTP binding activity (% of control), % at 10 µM; GST-Rac1 beads, fluorescent GTP binding, flow cytometry; actives lie on both sides; 0 = cold GTP competed, 100 = untreated; 0.27% of 190,000 active; AID 757; P63000;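 active = GTP binding activity at least 20 points away from the 100% control level, either lower or higher; inconclusive = compound flagged as likely green fluorescent, judged across all proteins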
* = called active by the depositor; u = inconclusive; x = not tested or not shown.

SMILES	Rab7 wt modul	ABCG2 block	Cdc42 wt	Mcl1 Noxa PPI	Rac1 act GTP bind	HRas wt GTP	Rab2 wt GTP	ABCB1 inh	Pf gametocyte	Avidin fluor	Rac1 wt GTP bind
CCN=C1SC(C(=O)Nc2ccc(Cl)c(Cl)c2)CC(=O)N1CC (stereo unspecified)	94	3	97	-8	94	97	94	0.4	x	32	93
COc1ccc(CNC(=O)COC(=O)c2ccccn2)cc1	103	1	93	17	93	98	98	0.3	-21	27	99
COCCNC(=O)c1c(N)n(-c2ccccc2)c2nc3ccccc3nc12	100	3	101	27	96	99	101	0.4	x	24	105
CCc1ccc(OCC(=O)Nc2ccc(S(=O)(=O)N3CCCC3)cc2)c(Br)c1	95	0	93	-11	91	93	94	-0.2	x	8	91
Cc1ccc(/C=C(\C#N)C(=O)N2CCCC2)c(C)c1	104	19	97	-3	96	95	99	-0.8	x	10	93
CC(=O)N1N=C(c2cccs2)CC1c1ccco1 (stereo unspecified)	92	3	95	5	94	94	94	0.7	x	21	96
COCc1cc(=O)[nH]c2cc(NC(=O)C3CC3)c(C)cc12	94	1	99	11	95	98	97	0.0	x	12	97
CC(=O)c1c(C)[nH]c(C(=O)COc2cc(C)cc(C)c2)c1C	96	4	95	2	94	96	98	0.9	-12	34	92
CC(C)(C)Nc1nc(C(N)=O)nc(N2CCOCC2)n1	100	1	99	1	94	99	97	0.3	x	12	98
COc1cc(/C=N/NC(=O)COc2ccc(C)cc2)ccc1OC(=O)c1cccs1	100	15	102	0	100	99	98	1.2	0	14	100
O=C(N/N=C/c1ccc(O)cc1)c1[nH]c2ccc(Br)cc2c1-c1ccccc1	100	-4	99	7	101	101	101	-1.0	0	4	101
CCc1ccc(OCC(=O)NC(C)(C)C)cc1	103	4	100	18	99	101	98	0.5	-4	16	105
CCOc1ccc(OCC)c(NC(=O)CN2CCN(c3cccc(C)c3)CC2)c1	99	74	104	24	100	102	99	3.0	-16	31	107
COc1ccc(CNC(=O)CSc2ncnc3nc[nH]c23)cc1	101	12	104	-1	100	103	102	1.0	x	12	105
COCCn1c(COc2ccc(Cl)cc2)nnc1SCC(N)=O	100	1	104	6	100	103	102	0.5	x	5	105
Cc1cc(C(=O)NC(C)C2CCCO2)no1 (stereo unspecified)	105	0	102	11	98	101	103	0.2	-3	7	100
COc1ccc2c(c1)c(=O)c(C(=O)O)c(-c1ccc3c(c1)OCO3)n2C	100	2	96	11	97	101	100	1.7	3	4	100
Cn1c(=O)c2cn(Cc3ccc(Cl)cc3)cc2n(C)c1=O	99	27	104	-3	99	100	101	1.4	x	18	102
c1ccc2c(c1)nnn2Cc1nnc2sc(-c3ccc4c(c3)OCCO4)nn12	101	0	100	-25	97	100	97	0.2	x	9	102
CCNc1nc(NC(C)C)nc(NS(=O)(=O)c2ccc(Cl)cc2)n1	100	0	100	2	95	100	98	0.1	5	19	101
O=C(CCC(=O)N1CCN(S(=O)(=O)c2ccc3ccccc3c2)CC1)Nc1cc(Cl)cc(Cl)c1	103	-1	92	-2	91	97	98	-0.1	-22	10	95
Cc1coc(C)c1C(=O)CC1(O)C(=O)N(CCc2ccccc2)c2ccccc21 (stereo unspecified)	104	1	106	2	101	107	107	0.5	10	11	102
COc1ccc(CCNC(=O)c2cc(C(=O)c3cc(Cl)ccc3O)cn(CCc3ccc(OC)cc3)c2=O)cc1	100	-3	97	19	98	97	94	0.1	x	4	102
NC(=S)Nc1cnc2ccccc2c1	98	-5	99	-2	100	99	100	-1.1	x	11	103
CCN(CC)S(=O)(=O)c1ccc2c(c1)c(=O)c(C(=O)NCCOC)cn2C	103	1	104	-7	100	102	103	0.0	-52	5	103
c1ccc(CN2CCCC3(CCCN(Cc4nc(COc5ccccc5)no4)C3)C2)cc1 (stereo unspecified)	98	0	100	8	96	99	98	0.7	-12	13	98
COc1cccc(C2C3(C#N)C(N)=NC(OC)(OC)C23C#N)c1 (stereo unspecified)	102	1	102	3	99	101	101	0.2	x	7	103
CCOc1cc(C=O)ccc1OCC(N)=O	101	2	96	17	96	99	97	0.5	x	9	100
Cc1ccc(C)c(-n2c(SCC(N)=O)nnc2-c2ccccn2)c1	97	1	101	-2	98	99	99	0.5	9	9	104
CCOc1cccc(-c2nn3c(-c4ccccn4)nnc3s2)c1	92	6	86	28	90	88	85	0.6	0	32	83
Cc1ccc2[nH]c(C)c(CC(=O)O)c2c1	100	2	105	22	100	102	102	0.2	x	22	107
CCOC(=O)C1=C(N)N(c2ccc(N3CCCCC3)cc2)C(=O)C1	103	0	104	-4	102	103	101	0.1	x	4	107
CC(C)CNS(=O)(=O)c1ccc(CCC(=O)NCc2ccncc2)cc1	102	2	94	-13	93	99	97	0.3	8	10	96
COc1ccc(NC(C(=O)Nc2cccc(C(C)=O)c2)c2ccccc2)cc1 (stereo unspecified)	97	-6	98	18	98	100	100	1.2	x	11	102
COC(=O)c1cc(OC)ccc1-c1ccc(OC)cc1	99	2	97	-10	96	99	95	0.1	x	8	97
CCCCN(C)C(=O)CSc1nc(NCc2ccc(OC)cc2)c2ccccc2n1	93	2	94	3	94	93	93	7.8	30	12	97
O=C(Nc1ccccc1C(=O)N1CCOCC1)c1ccncc1	97	1	99	5	95	99	97	0.2	6	12	99
COc1ccccc1NC(=O)CNC(=O)c1ccc(F)cc1	98	12	105	-10	102	102	102	0.4	x	22	108
COc1cc(C(=O)Oc2c(CN3CCOCC3)cc(Cl)c3cccnc23)cc(OC)c1OC	100	1	98	-54	97	100	99	2.0	x	8	101
COc1ccc(OC)c2[nH]c(=O)c(CCNC(=O)c3ccc4c(c3)OCO4)cc12	107	8	94	1	95	96	98	0.7	2	4	96

Fetched one by one from the entries so far, two records:
SMILES	Rab7 wt modul	ABCG2 block	Cdc42 wt	Mcl1 Noxa PPI	Rac1 act GTP bind	HRas wt GTP	Rab2 wt GTP	ABCB1 inh	Pf gametocyte	Avidin fluor	Rac1 wt GTP bind
COc1ccc(CCNC(=O)c2cc(C(=O)c3cc(Cl)ccc3O)cn(CCc3ccc(OC)cc3)c2=O)cc1	100	-3	97	19	98	97	94	0.1	x	4	102
NC(=S)Nc1cnc2ccccc2c1	98	-5	99	-2	100	99	100	-1.1	x	11	103

(continued)
SMILES	Rab7 wt modul	ABCG2 block	Cdc42 wt	Mcl1 Noxa PPI	Rac1 act GTP bind	HRas wt GTP	Rab2 wt GTP	ABCB1 inh	Pf gametocyte	Avidin fluor	Rac1 wt GTP bind
CC(=O)C(=Cc1ccc(C(=O)O)cc1)C(C)=O	92	0	93	18	92	96	94	0.3	-2	10	96
CC(C)CCn1c(-c2nonc2N)nc2ccccc21	93	1	95	-29	94	94	94	0.0	-15	22	97
Cn1c(SCc2ccc(F)cc2)nnc1-c1cccs1	u	4	u	-9	u	u	u	0.4	x	17	u
Cc1cccc(NC(=O)C2CCN(S(=O)(=O)c3cccs3)CC2)n1	100	1	108	-9	102	106	107	0.3	9	11	106
CC(C)C(=O)Nc1cccc(NC(=S)NC(=O)C(c2ccccc2)c2ccccc2)c1	100	1	102	4	99	102	101	-1.7	12	16	100
Cc1ccsc1C(=O)OCC(=O)N1CCN(C(=O)c2ccco2)CC1	98	1	98	0	96	97	96	0.0	-30	13	96
O=C1CCCC(=O)N1c1ccc(N2CCN(c3ccccc3)CC2)c([N+](=O)[O-])c1	98	18	104	5	102	101	100	2.8	x	3	102
COc1cccc(C2=NOC(C(=O)NCc3ccccc3)C2)c1 (stereo unspecified)	104	1	102	-1	101	103	100	0.3	x	6	103
CCS(=O)(=O)c1ccc(C(=O)NC2CC2)c(Cl)c1Cl	100	2	97	15	94	95	97	1.1	10	10	98
Cc1cccc(C2c3[nH]c4ccccc4c3CCN2C(=O)Cc2nc(-c3ccccc3)n[nH]2)n1 (stereo unspecified)	106	9	98	25	94	99	99	4.2	-20	3	100
c1ccc(CN2C3=NCCCN3c3ccccc32)cc1	100	19	104	-3	98	99	101	-1.4	-11	19	101
COc1ccc(C)cc1NC(=O)C1CCCN1S(=O)(=O)c1ccc2c(c1)CCC(=O)N2 (stereo unspecified)	100	8	106	10	102	102	102	1.0	x	7	108
O=C(Cc1ccc(F)cc1)N/N=C/c1ccc2c(c1)OCO2	95	10	97	2	93	92	96	0.9	-1	10	97
OC(COc1ccc2c(c1)OCO2)CN1CCN(c2ccccc2)CC1 (stereo unspecified)	104	0	95	32	93	98	97	0.2	-21	24	95
COc1ccccc1NC(=O)COC(=O)C1CC1	108	3	99	13	95	99	100	0.7	-46	15	100
N#Cc1c(SCC(=O)OCc2ccccc2)nsc1SCC(=O)OCc1ccccc1	104	1	102	-15	98	102	98	-1.5	22	13	108
COc1cc2c(cc1OC)C(C(=O)N1CCOCC1)C(c1cccs1)N(C)C2=O (stereo unspecified)	94	0	101	0	99	99	97	0.0	3	9	101
Oc1ccc(N2CCN(C(c3ccncc3)c3nnnn3C3CCCC3)CC2)cc1 (stereo unspecified)	98	-1	102	5	99	103	100	0.1	x	9	103
Cc1ccc(N(C(=O)Cc2cccs2)C(C(=O)NC2CCCCC2)c2ccccn2)cc1C (stereo unspecified)	99	-3	107	-10	100	99	100	-1.0	8	4	110
COc1ccc(NC(=O)N2Cc3ccccc3CC2C(=O)NC(C)(C)C)cc1 (stereo unspecified)	105	12	100	12	97	103	100	2.0	x	7	105
COC(=O)CSc1nc2c(c(-c3ccc(C)o3)c1C#N)CCCC2	101	2	100	6	99	100	101	1.3	x	32	103
Cc1cccc(C(=O)NCCC(=O)Nc2nc(C)c(Cc3ccc4c(c3)OCO4)s2)c1	101	8	98	-3	98	100	95	1.2	-7	3	103
O=C(CSc1ccsc1[N+](=O)[O-])NCc1ccccc1	102	7	103	46	96	98	99	0.7	7	12	100
COC(=O)C1=C(C)N(C(C)C)C(=O)C1(NC(C)=O)C(F)(F)F (stereo unspecified)	98	-7	103	9	99	100	102	-1.6	-3	15	103
CCOc1ccc(NC(=O)c2sccc2-n2cccc2)cc1	93	3	97	4	98	99	95	0.4	-5	8	104
COC(=O)C1C(=O)OC(C)(C)C1C(C)C(=O)c1ccccc1 (stereo unspecified)	103	3	100	13	98	102	102	0.9	-6	12	103
O=C(/C=C/c1cccnc1)c1ccc(NC(=O)c2cccc(Br)c2)cc1	99	0	103	14	101	101	102	-0.2	x	5	106
COc1cccc2[nH]c3c(N4CCC(C(N)=O)CC4)ncnc3c12	100	21	103	21	100	100	100	0.6	x	14	102
COc1ccc(OC2C(=O)N(CCc3ccc(OC)c(OC)c3)C2c2ccc3c(c2)OCO3)cc1 (stereo unspecified)	90	-1	92	-4	90	94	92	0.5	x	10	92
